HSF1 activator = increases HSF-1 driven luciferase reporter signal; activation, % at 9 µM; 300,000 tested, 1.7% active; NIH3T3-HGL HSF-1 luciferase reporter, MG132, 8 h; 100% = twice DMSO control signal;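 active = mean replicate activation of at least 50% with a set share of replicates each reaching 50%; inconclusive = only one of those two conditions met; inactive = mean below 50% and too few replicates reaching it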;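 also: 0% = median of the neutral control wells and 100% = twice that signal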
aSyn UTR inh = MLPCN primary screen, SNCA 5' untranslated region | 300,000 tested, 0.82% active | AID 1813 | inhibition, % (tested at 7.5 µM) | alpha-synuclein 5'UTR reporter, inhibitor activity; in the data active = inhibition above about 60%; inconclusive = no clear call, values can overlap the other calls;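 also: H4 neuroglioblastoma cells stably carrying SNCA 5'UTR luciferase fusion; 0% = DMSO wells and 100% = positive control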
HSF1 inhib = HSF1 inhibition. NIH3T3-HGL HSE-luciferase, MG132-induced, luminescence 8 h; stronger effect = lower value. activity change, negative = inhibition, % at 7.5 µM (by protocol). 300,000 tested, 0.77% active. AID 2098;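 active = more than half of replicate wells show activity change below -50%, luminescence cut by over half; inconclusive = some wells, but at most half, below -50%; inactive = no replicate well below -50%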;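 also: luciferase reports HSF-1 transcriptional activity via heat shock element; 0% = median of DMSO wells and -100% = zero luminescence signal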
KLF5 inhibitor = inhibitors of KLF5 expression | DLD-1 KLF5 promoter-luciferase reporter, luminescence | 290,000 tested, 0.23% active | inhibition, % at 5 µM;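 active = inhibition above a per-plate limit of that plate's mean compound inhibition plus 3 SD, cut at about 60% in these data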;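 also: 0% = DMSO wells and 100% = LY294002 at 200 µM; higher means less KLF5 promoter-driven luciferase light; inactives centre near -14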
HIF act = HIF pathway transcriptional activation. U2OS HRE-luciferase reporter, luminescence; normalized: DMSO 0%, desferrioxamine 100%. activation, % at 7.5 µM (by protocol). 300,000 tested, 0.32% active. AID 1910;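 active = mean activation of at least 10% of the iron chelator positive control signal, with at least half of replicates also reaching 10%; inconclusive = mean and replicate majority disagree about reaching 10%; inactive = mean and most replicates under 10%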
IEC-6 tox = counter-screen for KLF5 inhibitors: cytotoxicity in IEC-6 cells; IEC-6 cytotoxicity, luminescence viability; 290,000 tested, 0.78% active; AID 1825; inhibition, % at 5 µM; in the data active = inhibition above about 22%;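 also: 0% = plate median of test compound wells and 100% = cytotoxic reference compound wells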
Platelet DG rel = modulates dense granule release in human platelets; AID 1663; 300,000 tested, 0.22% active; human platelet-rich plasma, SFLLRN dense granule ATP release, luminescence; inhibition, %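 (compounds screened at 7.5 µM in platelet-rich plasma)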;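 active = mean replicate score, as percent of positive control, at or above 50; inconclusive = mean below 50 but at least one replicate at or above 50; inactive = mean and every replicate below 50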
HDAC3 inh = blocks human histone deacetylase 3; O15379; recombinant HDAC3, fluorogenic peptide/trypsin coupled, fluorescence; 320,000 tested, 0.15% active; AID 2718; inhibition, % at 8.3 µM; in the data active = inhibition above about 26%, passing the limit was not always enough; inconclusive = no clear call, values can overlap the other calls
Target sequence (O15379 whole entry, looked up): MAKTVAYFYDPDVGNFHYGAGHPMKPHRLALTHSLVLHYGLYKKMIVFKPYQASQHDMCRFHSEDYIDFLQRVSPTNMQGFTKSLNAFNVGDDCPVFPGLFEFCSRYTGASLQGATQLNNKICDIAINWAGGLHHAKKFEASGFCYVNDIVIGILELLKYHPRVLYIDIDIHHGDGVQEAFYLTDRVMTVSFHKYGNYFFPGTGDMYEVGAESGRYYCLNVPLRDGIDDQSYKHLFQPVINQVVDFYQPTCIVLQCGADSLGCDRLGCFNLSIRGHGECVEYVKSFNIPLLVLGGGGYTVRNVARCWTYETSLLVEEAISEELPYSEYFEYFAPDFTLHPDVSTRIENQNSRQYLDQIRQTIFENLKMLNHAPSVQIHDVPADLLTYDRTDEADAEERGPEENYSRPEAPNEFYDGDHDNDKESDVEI
HSP90 inh = inhibitors of HSP90 luciferase refolding in rabbit reticulocyte lysate | luciferase refolding luminescence, 3 h | inhibition, % at 5.6 µM | 290,000 tested, 0.91% active;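 active = inhibition above the screen-wide mean plus 3 SD, computed separately per campaign, cut at about 16% in these data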;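 also: 0% = DMSO wells and 100% = 60 µM geldanamycin wells; inhibitors lower the luminescence because luciferase stays unfolded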
AI-2 QS mod = modulators of Vibrio harveyi AI-2 quorum sensing system | Vibrio harveyi JMH597 AI-2 luminescence/OD600 ratio, 9 h; stronger effect = lower value; strain lacks LuxN and CqsS sensors; 0 = neutral-control median | AID 2094 | activity change, % at 7.5 µM | 300,000 tested, 0.4% active; in the data active = activity change below about -75%, passing the limit was not always enough; inconclusive = no clear call, values can overlap the other calls;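 also: luminescence divided by OD600 gain over 9 h not by final OD600 alone; inactives centre near 13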
* = called active by the depositor; ? = inconclusive; . = no result given. Compounds were not picked by outcome. About 5% of those tested had a hit in this group.

item	compound	HSF1 activator	aSyn UTR inh	HSF1 inhib	KLF5 inhibitor	HIF act	IEC-6 tox	Platelet DG rel	HDAC3 inh	HSP90 inh	AI-2 QS mod
1	CCOC(=O)/C(=N/Nc1ccccc1)c1csc(Nc2ccccc2)n1	9.3	-11.2	5.8	-45.2	0.2	4.9	-3.7	7.5	3.5	9.5
2	CCc1nn2c(=O)cc(COc3cccc(NC(=O)c4ccco4)c3)nc2s1	-1.8	17.2	-4.5	-21.9	0.9	2.4	1.6	2.9	1.1	18.4
3	Cc1ccc(C(C(=O)NC2CCCC2)N2CCCCC2)cc1 (stereo unspecified)	16.1	20.7	-0.7	-19.0	-0.4	-8.4	-8.8	-1.5	-6.3	15.7
4	Cc1csc(NC(=O)CSc2ccc(-c3ccc(F)cc3)nn2)n1	37.6	-13.7	13.9	-14.8	-0.6	-4.1	5.6	-0.6	4.6	-11.8
5	Cc1[nH]nc(-c2ccc(O)cc2O)c1-c1ccc(Cl)cc1	-1.8	12.2	0.8	-26.1	0.0	5.5	-1.1	10.3	3.1	20.3
6	COc1cccc(CNC(=O)COC(=O)CCCNC(=O)c2ccc(Cl)cc2)c1	-12.3	-7.4	-1.1	.	0.1	.	1.4	-3.2	.	9.1
7	O=c1[nH]c(=S)[nH]cc1S(=O)(=O)c1cccc(Cl)c1	12.2	2.3	6.1	1.9	-22.2	-9.4	7.3	1.2	0.3	15.8
8	Cc1c(N=C2N=C(NC(=O)Nc3ccc(Cl)cc3)c3ccccc32)c(=O)n(-c2ccccc2)n1C	8.0	11.6	5.5	-5.8	-5.5	3.9	0.6	-6.8	-2.9	3.1
9	COC(=O)CCSCC(=O)Nc1cc(C)on1	-15.5	6.5	-5.8	5.4	0.2	6.6	15.0	2.6	-0.4	38.6
10	CCCCN(C(=O)c1ccc(C)o1)c1c(N)n(CCCC)c(=O)[nH]c1=O	12.2	11.8	3.7	.	0.0	.	17.6	1.9	.	15.1
11	O=C1C=C(c2ccc3[nH]ccc3c2)CCC1	41.2	-150.7	28.9	.	3.5	.	2.4	?	.	-6.0
12	Cc1csc(NC(=O)CS(=O)(=O)Cc2ccccc2)n1	-8.9	1.8	-4.0	-4.0	-0.4	-1.1	-2.7	-0.5	1.6	4.3
13	CC1CCCN(CCOCCOc2ccc(Br)cc2Cl)C1 (stereo unspecified)	-0.3	13.9	-6.6	11.1	0.4	5.2	4.6	-1.0	0.5	6.0
14	O=C(O)C1C2C=CC(C2)C1C(=O)NCc1ccco1 (stereo unspecified)	-4.0	17.7	-5.8	-6.1	-0.6	-1.8	-0.7	-0.4	-1.4	25.4
15	COc1ccc(NC(C)C(=O)Nc2cc(C(F)(F)F)ccc2N2CCOCC2)c(OC)c1 (stereo unspecified)	.	5.3	.	-11.9	-0.8	4.0	12.6	12.9	-2.0	13.0
16	COC(=O)C(C)Sc1nnc2n(-c3cccc(C)c3)c(=O)c3c4c(sc3n12)CCCC4 (stereo unspecified)	19.1	-18.7	0.4	3.8	-0.3	3.3	24.8	-11.1	-0.9	28.5
17	C=CCN(CC=C)CCCOc1ccc(C)cc1OC	8.4	-25.9	-0.6	-17.7	-0.2	-6.0	-3.3	0.0	-5.2	51.2
18	COc1cccc(NC(=S)NN2CCN(C)CC2)c1	-8.9	-48.8	-9.4	-13.4	0.5	-1.9	1.0	-1.1	6.8	8.8
19	O=S(=O)(Nc1cccnc1)c1cccc(Cl)c1	-10.0	-1.6	-3.5	-19.2	0.1	4.8	4.1	-5.3	4.6	18.5
20	COc1ccccc1CCC(=O)Nc1ncc(C)s1	9.7	-82.5	-2.6	-68.4	2.8	5.2	10.9	0.5	-2.8	-4.4
21	CCCCn1c(N)c(N(Cc2ccccc2OC)C(=O)CN2C(=O)NC3(CCCC3)C2=O)c(=O)[nH]c1=O	25.8	2.8	3.5	.	0.1	.	-7.8	1.0	.	.
22	CCOc1cc(/C=N/NC(=O)c2cc(C)[nH]n2)ccc1OC(=O)c1ccc([N+](=O)[O-])cc1	-0.3	1.8	2.3	4.9	-0.4	3.0	-0.8	-9.8	2.0	6.5
23	Nc1nc(SCc2ccccc2)[nH]c(=O)c1-c1ccccc1	24.0	-98.6	10.8	-111.1	1.2	6.1	6.9	3.8	0.8	9.5
24	Cc1nc2c(cc(Oc3ccc(S(=O)(=O)N4CCOCC4)cn3)c3ccsc32)s1	11.3	-88.7	18.7	-49.2	2.0	-2.7	-1.2	-6.7	-4.5	23.9
25	Cc1ccc(C)c(OCC(=O)O/N=C(\N)c2cccc([N+](=O)[O-])c2)c1	13.4	-16.8	6.6	-4.7	113.7*	6.8	-14.0	4.3	2.0	1.5
26	CC(C)CC1Nc2ncnc(N3CCCCC3)c2N(Cc2ccc(Br)cc2)C1=O (stereo unspecified)	9.3	19.2	-0.1	.	-1.2	.	2.1	8.4	.	2.6
27	CN(C(=O)CCNC(=O)Cn1cnc2ccccc2c1=O)c1ccc(F)cc1	-1.4	3.5	-5.2	-0.9	-0.1	1.9	12.2	-1.1	-3.0	8.9
28	CC(C)(C)NC(=O)c1cc([N+](=O)[O-])ccc1N1CCCCC1	10.4	10.4	2.0	3.4	0.2	3.5	-7.7	2.7	4.1	6.6
29	CCCCOc1ccc(C(=O)OCC(=O)Nc2cc(C)c(C)cc2[N+](=O)[O-])cc1	-3.5	-3.5	-0.1	5.5	-0.2	1.4	-1.3	?	-0.4	11.8
30	CC(C)c1nc(CNC(=O)CC2C(=O)NCCN2Cc2cccc(F)c2F)cs1 (stereo unspecified)	14.8	7.2	0.7	-37.6	0.0	-7.0	-16.4	?	-0.3	26.0
31	COc1cc(NC(=O)CCNS(=O)(=O)c2cc(Br)cnc2N)cc(OC)c1	7.5	7.2	4.4	-41.8	0.3	6.8	0.0	3.8	-6.2	21.5
32	O=C(Cc1ccccc1)NC(=S)Nc1cccc(C(F)(F)F)c1	37.2	11.9	9.6	4.5	0.1	-2.6	-31.6	14.0	2.0	-9.4
33	N#C/C(=C1\C(=O)Nc2c(Cl)cc(Cl)cc21)c1nnc2n1CCCCC2	4.6	4.4	11.8	-8.3	-0.2	1.6	4.7	1.3	-1.7	25.3
34	Cc1ncc([N+](=O)[O-])n1CC(=O)Nc1ccc(OC(F)(F)Cl)cc1	-14.2	10.6	-7.3	-14.5	0.8	0.2	-2.5	7.7	-4.4	-0.6
35	COc1ccc(Nc2nc(N3CCOCC3)nc(N3CCOCC3)n2)c(OC)c1	-0.3	-20.5	-5.2	-16.3	2.5	1.0	5.5	-4.5	2.9	21.5
36	CCOc1ccc(S(=O)(=O)N2CCCC(C(=O)NCc3ccccn3)C2)cc1Cl (stereo unspecified)	3.6	17.2	2.0	.	-0.9	.	1.6	5.0	.	26.0
37	COc1cc(C(=O)Nc2ccc3c(c2)Cc2cc(NC(=O)c4cc(OC)c(OC)c(OC)c4)ccc2-3)cc(OC)c1OC	0.7	24.7	-6.5	7.0	-0.8	4.3	-6.3	.	3.0	15.7
38	CCOC(=O)C1CCCN(C(=O)CCn2nnnc2CN2CCOCC2)C1 (stereo unspecified)	-8.4	-27.2	-0.7	-10.9	0.3	2.5	-11.6	-4.0	3.7	32.5
39	Cc1cc(C)c(NC(=S)NCCO)c(C)c1	8.3	-22.6	2.2	2.9	0.3	-6.5	2.9	-1.7	-0.3	3.0
40	NCC12CC3CC(C1)CC(CN)(C3)C2	-0.6	0.8	-2.5	-26.5	-0.1	-2.1	-0.3	8.4	-1.1	38.8
41	COc1cccc(C2C(C(=O)c3ccc(C)o3)=C(O)C(=O)N2CCN2CCOCC2)c1 (stereo unspecified)	24.1	-0.4	9.1	0.6	0.2	-0.8	1.0	1.7	1.5	18.9
42	Oc1ccc(/C=N/Nc2cccc(Cl)n2)c(O)c1	36.5	-244.0	32.0	-181.8	7.0	-10.8	50.3*	-0.4	-3.8	7.1
43	Cc1[nH]nc2nc(SCC(=O)NCCC3=CCCCC3)n(-c3ccc(Br)cc3)c(=N)c12	6.1	74.5*	3.3	-1.3	-4.9	7.2	-4.9	-3.2	3.8	5.0
44	COc1ccc(C(=O)NC2CCN(CC(=O)NC3CCCCC3)CC2)cc1	5.0	12.9	1.2	-21.3	-0.4	-6.8	-8.4	-1.5	1.0	14.2
45	O=C(N/N=C/C=C\c1ccccc1)c1cnccn1	-10.8	-55.8	-2.4	-2.8	0.3	-0.9	-9.5	10.3	-0.8	4.9
46	O=C(Nc1nnc(-c2ccccc2SCc2ccccc2F)s1)Nc1ccccc1F	12.3	23.8	-2.3	-1.8	0.3	-6.3	-4.3	-3.2	1.6	11.3
47	O=C(O)CCCCCN1C(=O)C(O)=C(C(=O)/C=C/c2ccccc2)C1c1cccc([N+](=O)[O-])c1 (stereo unspecified)	-1.5	-21.3	-7.6	4.5	-0.5	0.4	-2.0	5.2	-0.6	30.6
48	CCOC(=O)COc1cc(Br)c(/C=N/Nc2ccccc2)cc1OC	-5.9	-12.8	1.4	-19.0	0.8	4.1	-2.6	-4.3	3.3	20.9
49	CCOC(=O)C1CCN(c2c(-c3ccccc3)c3cc(Cl)ccc3[nH]c2=O)CC1	0.1	30.6	3.2	11.8	-0.1	-2.2	-9.8	1.9	3.0	4.9
50	COCC(=O)N(Cc1cc2cc(C)ccc2[nH]c1=O)c1ccccc1	27.5	-18.3	1.2	-6.9	-0.3	2.8	-1.2	-1.5	4.4	7.1

Other compounds follow.
item	compound	HSF1 activator	aSyn UTR inh	HSF1 inhib	KLF5 inhibitor	HIF act	IEC-6 tox	Platelet DG rel	HDAC3 inh	HSP90 inh	AI-2 QS mod
51	CCn1cc(C2=NOC(C(=O)Nc3cc(C)nn3-c3ccccc3)C2)c(C)n1 (stereo unspecified)	-0.9	0.6	-1.0	16.9	0.3	-2.1	-5.5	-2.3	3.3	6.4
52	N#Cc1ccc(Cl)cc1NC(=O)COC(=O)c1ccc2c(c1)OCCO2	-13.9	4.0	2.2	-1.2	-0.1	0.1	0.6	-7.3	2.7	30.6
53	CC(=O)c1ccc(-n2nnnc2SCC(=O)N2CCc3ccccc3C2)cc1	5.1	18.4	-1.3	-33.1	-0.1	-3.1	-3.9	.	3.6	19.4
54	O=C(Cn1nnc(-c2cccs2)n1)N1CCc2ccccc2C1	20.3	-8.9	-2.9	-31.8	0.5	4.3	-7.8	-1.9	3.4	-26.0
55	CC(C)(C)NC(=O)C(c1ccsc1)N(CCc1ccccc1)C(=O)Cn1nnc2ccccc21 (stereo unspecified)	16.5	-25.1	4.6	-16.6	.	0.7	-11.4	5.7	-3.0	13.4
56	CC1CCN(CCCNC(=O)CN2C(=O)CSc3ccc(S(=O)(=O)N4CCC(C)CC4)cc32)CC1	32.0	-11.7	5.2	-9.2	0.2	-1.3	5.0	-10.3	-0.4	15.8
57	C=CCOC(=O)C1=C(C)OC(N)=C(C#N)C1c1ccc(F)cc1 (stereo unspecified)	13.6	-11.1	2.7	6.3	-0.2	-0.7	7.8	-0.2	-0.6	14.5
58	O=C(CSc1nnc(NC(=O)c2ccco2)s1)Nc1ccccc1Cl	0.7	1.2	0.0	-41.3	-2.5	2.8	-2.6	-3.0	1.4	18.6
59	COc1ccc(C(=O)Nc2ccc(S(=O)(=O)Nc3ncccn3)cc2)cc1OC	-10.5	-28.0	-4.0	8.3	0.2	5.9	-4.1	2.3	0.2	5.7
